USP1 inh: inhibitors of human USP1/UAF1 deubiquitinase; recombinant USP1/UAF1, Ub-Rhodamine cleavage fluorescence; Potency, µM (highest dose often 57.1 µM), for inactives: at the highest dose activity change, negative = inhibition, usual class: inhibitors; actives 0.23% (n = 390,000); also: potency is read from the fitted curve at half-maximal effect; % is scaled to controls: 0 for no effect and ±100 for the full control effect; nearly all actives have a fitted effect of over 60% in size; inactives centre near -12
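Step one: compound is pinned into 1nM USP1/UAF1 in HEPES pH 7.8 buffer with TCEP. Step two: 15 min room-temperature incubation. Step three: Ub-Rho (150nM final) starts cleavage, tracked by fluorescence over six one-minute reads.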
RGS4 inhibitor: inhibitors of human regulator of G protein signaling 4 | Transcreener GDP fluorescence polarization, RGS4-accelerated GTP hydrolysis | Potency, µM (doses to about 114 µM), inactives show top-dose activity change, negative = inhibition, actives largely listed as inhibitors | actives 0.039% (n = 390,000) | AID 504845; also: potency is read from the fitted curve at half-maximal effect; % is scaled to controls: 0 for no effect and ±100 for the full control effect; nearly all actives have a fitted effect of over 75% in size; some results filed as inactive show a strong effect at the top dose
Target sequence (P49798 whole entry, looked up): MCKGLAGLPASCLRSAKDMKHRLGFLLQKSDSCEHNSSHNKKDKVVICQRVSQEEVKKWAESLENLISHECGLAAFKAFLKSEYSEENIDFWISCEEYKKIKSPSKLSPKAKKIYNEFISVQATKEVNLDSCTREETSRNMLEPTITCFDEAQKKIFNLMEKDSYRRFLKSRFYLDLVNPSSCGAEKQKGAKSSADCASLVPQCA
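MLSMR compounds (23 nl, pin-transferred) preincubated 10 min at room temperature with a 500nM (2x) first reagent, then RGS4 at 900nM (2x) plus Transcreener GDP mix added; fluorescence polarization (620/688 nm) read before and after 90 min at 30 °C.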
LDHA inh: inhibitors of human lactate dehydrogenase A. P00338. purified LDHA, NADH/diaphorase-resazurin fluorescence; stronger effect = lower value. activity change, % (values are at about 110 or 230 µM). actives 0.15% (n = 480,000); in the data active = activity change below about -30%; inconclusive = mostly about -25% to -30%;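 also: plate controls were DMSO wells for no effect and wells without enzyme for full effect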
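Human LDH5 at 2 nM final in Tris HCl pH 7.4 with 0.06 mM NADH and 0.2 mM pyruvate, reacted 5 minutes at room temperature. Remaining NADH coupled via diaphorase/resazurin; resorufin fluorescence read at 0 and 20 minutes, normalized to enzyme-free and DMSO wells.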
TrxR1 substrate: substrates of rat thioredoxin reductase 1 | O89049 | purified TrxR1 substrate turnover, NADPH consumption readout | Potency, µM (top dose mostly 114 µM), for the others: at the highest dose activity change, negative = substrate turnover | actives 0.01% (n = 390,000) | AID 588456; also: potency is read from the fitted curve at half-maximal effect; % is scaled to controls: 0 for no effect and ±100 for the full control effect; nearly all actives have a fitted effect of over 50% in size
Target sequence (O89049 whole entry, looked up): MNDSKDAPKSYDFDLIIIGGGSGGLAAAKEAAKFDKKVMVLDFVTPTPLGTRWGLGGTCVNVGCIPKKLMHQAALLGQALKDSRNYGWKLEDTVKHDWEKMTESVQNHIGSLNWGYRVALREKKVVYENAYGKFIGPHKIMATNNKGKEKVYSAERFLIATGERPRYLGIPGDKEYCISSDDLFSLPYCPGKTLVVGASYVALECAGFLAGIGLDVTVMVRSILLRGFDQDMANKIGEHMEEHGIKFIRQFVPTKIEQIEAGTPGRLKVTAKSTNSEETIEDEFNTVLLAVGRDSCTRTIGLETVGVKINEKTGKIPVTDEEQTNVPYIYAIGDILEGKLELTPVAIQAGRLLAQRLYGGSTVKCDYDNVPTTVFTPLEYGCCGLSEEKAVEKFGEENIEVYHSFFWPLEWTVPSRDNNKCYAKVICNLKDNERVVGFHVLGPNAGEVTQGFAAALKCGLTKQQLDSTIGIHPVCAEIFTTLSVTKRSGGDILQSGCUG
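Rat TrxR1, dispensed at 90 nM, was prereduced with 400 uM NADPH (final) for 5 min at ~22 deg C, then incubated with compound 15 min before 400 uM selenite. A first-read NADPH fluorescence drop versus no-compound background flagged substrates.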
rTrxR1 inhibitor: rat TrxR1 inhibition | actives 1% (n = 390,000) | Potency, µM (top dose mostly 114 µM), for the others: at the top dose activity change, negative = inhibition, most hits filed as inhibitors | O89049 | recombinant rTrxR1, NADPH fluorescence consumption, selenite substrate; also: potency is read from the fitted curve at half-maximal effect; % is scaled to controls: 0 for no effect and ±100 for the full control effect; nearly all actives have a fitted effect of over 65% in size
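Rat TrxR1 (90 nM in the dispensed reagent) was pre-reduced with 400 uM NADPH for 5 min at room temperature, then incubated with compound for 15 min. After 400 uM selenite was added, NADPH fluorescence (Ex 340/Em 450 nm) was followed for 8 min.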
IDH1 R132H inh: human IDH1 R132H inhibition | O75874 | IDH1-R132H enzyme, NADPH consumption, diaphorase/resazurin fluorescence | Potency, µM (top dose mostly 76.6 µM), without a hit: top-dose activity change, negative = inhibition, actives largely listed as inhibitors | actives 0.093% (n = 390,000) | AID 602179; also: potency is read from the fitted curve at half-maximal effect; % is scaled to controls: 0 for no effect and ±100 for the full control effect; nearly all actives have a fitted effect of over 65% in size
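IDH1-R132H (0.5 ug/mL dispensed) in pH 7.5 Tris buffer was preincubated 30 min with compound, then given a substrate mix of 0.016 mM NADPH and 2 mM alpha-KG for 80 min at room temperature; remaining NADPH was read by diaphorase/resazurin fluorescence.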
Vif-APOBEC3G blk: inhibitors of Vif-APOBEC3G interaction; Q9HC16; HeLa A3G-eYFP + Vif (tagged APOBEC3G with the HIV-1 protein that degrades it), YFP fluorescence, overnight; Potency, µM (highest dose often 46.1 µM), for the others: top-dose activity, negative = active, usual class: inhibitors; actives 0.076% (n = 410,000); AID 602310;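 also: potency is read from the fitted curve at half-maximal effect; % is scaled to controls: 0 for no effect and ±100 for the full control effect; nearly all actives have a fitted effect of over 60% in size; hits raise eYFP signal because A3G escapes Vif-driven loss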
Target sequence (Q9HC16 whole entry, looked up): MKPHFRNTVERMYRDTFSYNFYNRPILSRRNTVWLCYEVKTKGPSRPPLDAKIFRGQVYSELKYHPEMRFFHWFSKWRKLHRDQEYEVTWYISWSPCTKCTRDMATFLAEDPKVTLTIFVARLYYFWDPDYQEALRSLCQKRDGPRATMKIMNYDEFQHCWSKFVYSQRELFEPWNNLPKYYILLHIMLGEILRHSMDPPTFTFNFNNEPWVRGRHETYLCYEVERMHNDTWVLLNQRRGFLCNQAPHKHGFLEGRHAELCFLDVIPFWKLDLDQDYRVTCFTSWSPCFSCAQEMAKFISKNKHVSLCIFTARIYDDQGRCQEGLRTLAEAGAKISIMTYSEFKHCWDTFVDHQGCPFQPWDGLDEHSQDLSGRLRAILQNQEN
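Read-out is eYFP fluorescence (Ex 488/Em 500-530) from Vif-expressing HeLa A3G-eYFP cells; more signal means A3G escaped Vif-mediated degradation. Cells plated overnight, compound pinned in, incubated overnight at 37 deg C.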
Glioma ERSR ind: induces the endoplasmic reticulum stress response in human glioma cells; U87-MG GRP78 promoter luciferase reporter, 16 h; Potency, µM, without a hit: top-dose activation, hits mostly activators; actives 0.02% (n = 420,000); also: potency is read from the fitted curve at half-maximal effect; series mostly up to about 76 µM; % of control where 0% means no effect; nearly all actives have a fitted effect of over 35% in size
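Stably transfected U87-MG glioma cells carrying a GRP78-based luciferase sensor; 16 h compound incubation. Luminescence end-point read 10 min after Bright-Glo addition at room temperature.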
Vif-A3F inh: inhibitors of Vif-A3F interaction | HeLa A3F-eYFP + Vif (tagged APOBEC3F with the HIV-1 protein that degrades it), YFP fluorescence increase | Potency, µM (highest dose often 46.1 µM), for inactives: at the highest dose activity, negative = active | actives 0.2% (n = 390,000) | AID 602313; also: potency is read from the fitted curve at half-maximal effect; % of control where 0% means no effect; nearly all actives have a fitted effect of over 65% in size
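HeLa cells stably expressing Vif plus C-terminally eYFP-tagged A3F were seeded, incubated overnight at 37 deg C, dosed with compound, incubated overnight again at 37 deg C. Yellow fluorescence (Ex 488/Em 500-530) reported blocked Vif-mediated A3F-eYFP degradation.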
* hit, by the source's call; u = inconclusive; x = no result given; & = joins results of further samples; [ ] = dose if it differs, or a comment. Unless noted, calls follow the shape of the dose curve; as a rule, active = well fitted curve in the direction sought with a large enough effect; inconclusive = small, poorly fitted or top-dose-only effect, or another doubt; inactive = no such curve, though single readings can be large; an effect the other way counts as inactive or inconclusive. A portion of the library; rates above refer to the full screens.

SMILES | USP1 inh | RGS4 inhibitor | LDHA inh | TrxR1 substrate | rTrxR1 inhibitor | IDH1 R132H inh | Vif-APOBEC3G blk | Glioma ERSR ind | Vif-A3F inh
Cc1cc(C(=O)NNC(=O)c2cccc([N+](=O)[O-])c2)n[nH]1 | -20% | -5% | 1 | -1% | 9% | 12% | -10% | -5% | 1%
Cc1ccc(NC(=O)c2ccc3c(O)c(S(=O)(=O)c4ccc(Cl)cc4)c(=O)[nH]c3c2)cc1 | -14% | -47% | 4 | 0% | 12% | 6% | -3% | -4% | 2%
N#Cc1c2c(c(Cl)n3c1nc1ccccc13)CCCC2 | x | x | -2 | 2% | 3.5µM* | x | u | u | x
CCCCCCSc1ccc(-c2nc3cnccn3c2NCCCC)cc1 | -9% | -7% | 1 | 14% | 15% | 10% | u | -2% | -9%
C=CCN1C(=O)c2ccc(C(=O)N(CC(C)C)c3c(N)n(CCCC)c(=O)[nH]c3=O)cc2C1=O | u | -21% | -5 | 3%[57.1 µM] | 3%[57.1 µM] | -8% | 7.9µM* | -1% | u
Cc1ccc(C(=O)N2CCCc3ccccc32)c(F)c1F | 4% | 2% | 0 | -7% | -4% | 0% | 2% | -1% | -1%
Cc1cccnc1NC(=O)c1ccc(OCc2c(C)noc2C)cc1 | -5% | -9% | -1 | 7% | 18% | 13% | -1% | 5% | 0%
CCc1cccc(NC(=O)Nc2cccs2)c1 | -16% | -15% | -3 | -4% | -9% | 3% | -1% | 4% | 4%
CC(C)COC(=O)/C(C#N)=C/c1c[nH]c2ccccc12 | -10% | 5% | -3 | -12% | -10% | -1% | -15% | 8% | u
C[C@@H]1COC(=O)[C@@H](CC(=O)OC(C)(C)C)C/C=C\C[C@@H](CC(=O)N(CCO)Cc2ccccc2)C(=O)N1 | -21% | 15% | 5 | -1% | 14% | -7% | 0% | -1% | -4%
Cc1nn(CC(=O)NC(C)CCc2ccccc2)c(=O)c2nn(-c3ccccc3)c(C)c12 (stereo unspecified) | -13% | -24%[56.9 µM] | 0 | -2%[57.1 µM] | 36%[activator][57.1 µM] | -1% | 2% | -1% | 0%
COc1cc(OC)cc(C(=O)Nc2nc(-c3nnn(-c4ccc(F)c(Cl)c4)c3C)ns2)c1 | 5% | u | -15 | 9%[57.1 µM] | 25%[57.1 µM] | -5% | -21% | 3% | u
c1ccc2c(c1)COc1c3ncccc3nn1-2 | -24% | x | -11 | x | x | 4% | -8% | -2% | -4%
C[C@H]1CN([C@@H](C)CO)C(=O)CCCn2nncc2CO[C@@H]1CN(C)Cc1ccc(Oc2ccccc2)cc1 | -19% | x | -4 | x | x | 2% | -1% | -2% | 4%
CNS(=O)(=O)c1cccc(C(=O)NNC(=O)CN(C)S(=O)(=O)c2ccc(Cl)cc2)c1 | -14% | -17% | 0 | 0% | 14% | 5% | 2% | -2% | -3%
Cc1ccc(-n2c(C)cc(C=C(C#N)C#N)c2C)cc1 | -6% | -7% | -1 | -7%[57.1 µM] | -9%[57.1 µM] | -1% | -1% | 0% | 0%
CCOc1ccc(-n2c(Cc3cc(=O)[nH]c(=O)[nH]3)nnc2SCC(=O)OC)cc1 | -10% | -35% | -1 | 3%[57.1 µM] | 21%[57.1 µM] | 11% | -2% | 1% | 3%
COC(=O)c1nc(NC(=O)c2ccccc2Cl)n[nH]1 | -18% | -6% | 5&-10 | 11% | -19% | 7% | -3% | -3% | -7%
Cc1cccc(-c2c3c(=O)n(C)c(=O)n(C)c3c3cnc4ccccc4n23)c1 | -6% | -13% | -1 | 21% | 29% | 0% | 2% | -3% | -5%
Cc1cccc(CN(C)C)c1CC(O)(c1ccccc1)c1ccccc1 | -12% | -12% | -12 | -6% | -7% | 3% | -2% | -3% | 1%
COc1ccc(CCNC(=O)COC(=O)c2cc(Cl)nc(Cl)c2)cc1 | -14% | 18% | -9 | -4% | 2% | -7% | 1% | -3% | 0%
O=C(Nc1ccncc1)c1cc(-c2ccccn2)nc2ccc(Br)cc12 | -17% | -13% | -5 | 7%[57.1 µM] | 6%[57.1 µM] | 0% | 0% | -3% | -7%
O=C(Nc1cc(Cl)ccc1-n1cncn1)c1cncc(Br)c1 | -16% | -14% | -5 | 4%[57.1 µM] | 22%[57.1 µM] | 10% | 1% | 2% | -14%
O=S(=O)(C/C(=C/CO)S(=O)(=O)c1ccccc1)c1ccccc1 | -16% | -36% | -1 | 10% | 2.2µM* | 5% | u | u | -1%
Cn1cc(CN2CCN(Cc3ccccc3)CC2)c(-c2cccc(Cl)c2)n1 | -21% | -22% | 1 | 2% | -15% | 6% | -3% | -2% | -1%

The results go on.
SMILES | USP1 inh | RGS4 inhibitor | LDHA inh | TrxR1 substrate | rTrxR1 inhibitor | IDH1 R132H inh | Vif-APOBEC3G blk | Glioma ERSR ind | Vif-A3F inh
O=C(CCc1ccccc1)NCCc1cccs1 | -31% | 35% | -12 | -3% | 2% | -6% | -3% | 6% | 5%
Cc1cccc(NC(=O)CCS(=O)(=O)c2cc3c(cc2Cl)NC(=O)CO3)c1 | -26% | -53%[56.9 µM] | -3 | -16% | -15% | 4% | 1% | -2% | -4%
CCOC(=O)C1(Cc2ccccc2Cl)CCN(C(=O)CN2CCOC2=O)CC1 | -10% | 24% | -4 | -3% | 12% | 8% | -2% | 2% | 0%
CCc1nnc(NC(=O)c2ccc(-c3ccc(Cl)cc3)o2)s1 | -15% | -24% | 0 | 44% | 5%[57.1 µM] | 9% | -3% | 1% | 1%
CCN(CC)C(=O)Oc1nnc(SC(C)C)n1-c1ccc(Cl)cc1 | 2% | 34% | -4 | -4%[57.1 µM] | 4%[57.1 µM] | 6% | 2% | -2% | 5%
CC(C)N1C(=O)C(=O)N(CC(=O)N2c3ccccc3NC(=O)CC2C)C1=O (stereo unspecified) | 2% | -12% | -8 | -10% | -6% | 3% | -1% | -2% | 3%
O=C(COC(=O)Cc1ccccc1F)Nc1ccccc1[N+](=O)[O-] | -13% | 6% | -4 | -4% | 13% | -6% | 2% | -1% | 0%
Cc1nc2nc(CNC(=O)OC(C)(C)C)nn2c(C)c1CCC(=O)NCc1ccc(F)cc1 | -21% | 9% | -5 | 4% | 7% | 8% | 2% | -2% | -9%
CCN1C(=O)c2cccc3c(S(=O)(=O)NCC4CCCO4)ccc1c23 (stereo unspecified) | -4% | 11%[56.9 µM] | -3 | 25%[57.1 µM] | 33%[57.1 µM] | 8% | 10% | -2% | 1%
O=C(CNC(=O)c1ccco1)OCC(=O)c1ccc([N+](=O)[O-])cc1 | -15% | -27% | -4 | 10%[0.0914 µM] | 13%[57.1 µM] | -8% | 1% | 5% | -8%
CCOC(=O)Cc1csc(SCn2nnc3ccccc3c2=O)n1 | -19% | -13% | -1 | -24%[57.1 µM] | 4%[57.1 µM] | 9% | 1% | 3% | 0%
CCOC(=O)C1CCCCN1Cc1cc(OC)ccc1OC (stereo unspecified) | -8% | 11% | -12 | 5% | 18% | 1% | 0% | -2% | -4%
Cc1cc(=O)oc2cc(O[C@@H]3O[C@H](CO)[C@H](O)[C@H](O)[C@H]3O)ccc12 | -6% | -25% | 1 | 5%[57.1 µM] | 2%[57.1 µM] | 1% | 4% | -2% | 13%
CCSc1nc2ccc(N3C(=O)C4C5C=CC(C5)C4C3=O)cc2s1 (stereo unspecified) | -15% | u | -6 | 5% | 3% | 10% | -3% | 3% | 6%
Cc1ccc(N(Cc2cc(=O)[nH]c3ccccc23)C(=O)c2ccco2)cc1 | -13% | -21% | -5 | 7% | -17% | -3% | 0% | u | -3%
CC1(C)CC(=O)c2c(n(-c3cccc4ccccc34)ccc2=O)C1 | -2% | -1% | -5 | 7%[57.1 µM] | 17%[57.1 µM] | -3% | 1% | -14% | -5%
CCN(CC)c1nc2ccccc2c(N)c1-c1ccccc1 | -6% | 12% | u | 6%[57.1 µM] | 6%[57.1 µM] | 6% | 2% | -8% | 5%
O=S(=O)(Nc1ccc2nc(N3CCOCC3)sc2c1)c1ccccc1 | -11% | -19% | -5 | -12% | -16% | 1% | 0% | 3% | 4%
O=C(Cc1ccc(Br)cc1)NCCCn1ccnc1 | -10% | -1% | -10 | 8%[57.1 µM] | 11%[57.1 µM] | 0% | 0% | -6% | 11%
CCn1c(SCC(=O)Nc2cccc(NC(C)=O)c2)nnc1C(C)C | -3% | -20% | -5 | 3% | 3% | -4% | 0% | -2% | x
CCOC(=O)N1CCN(C(=O)/C=C/c2ccc(OC)c(OC)c2)CC1 | -16% | -12% | 2 | 7% | 8% | 11% | 1% | -3% | 1%
O=C(Nc1ccc(-n2cccn2)cc1)C1CCN(Cc2ccsc2)CC1 | -2% | -25% | -3 | 3% | -4% | -4% | 0% | -5% | -8%
COc1ccc2nc3sc(C(=O)N4CCN(C)CC4)cc3cc2c1 | -20% | -16%[11.4 µM] | 4 | 22% | 10%[57.1 µM] | 5% | -1% | 0% | 8%
C/C(=N\NC(=O)c1ccc(O)cc1)c1cccc(NC(=O)c2ccccc2C)c1 | 1% | 19% | -5 | -4% | 0% | 5% | u | 0% | 7%

High-throughput results deposited in PubChem BioAssay by National Center for Advancing Translational Sciences (NCATS).
